# Abeta yeast res: qHTS for compounds that reverse cellular toxicity of Amyloid beta (A-beta) peptide in yeast: Primary Screen; yeast expressing A-beta42, growth rescue, OD600, 48 h; response scale: 0% DMSO, 100% iron-clioquinol control; Potency, µM (series often up to 46.1 µM), without a hit: at the top dose growth rescue, hits mostly activators; 410,000 tested, 0.063% active; AID 1347071, 2019; note: potency is the fitted concentration of half-maximal effect; nearly all actives have a fitted effect of over 55% in size
#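 Yeast growth medium received pinned compounds, then yeast cells expressing toxic A-beta were added; plates incubated at 30 C for 48 hr. Growth read as absorbance at 600 nm, normalized to DMSO and equimolar FeCl3 plus clioquinol controls.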
# D3 ag: qHTS of D3 Dopamine Receptor Agonist: qHTS. D(3) dopamine receptor (Homo sapiens), P35462. 410,000 tested, 0.58% active. D3R DiscoveRx beta-arrestin cells, luminescence, 90 min. max activation, %; in the data active = max activation above about 30%; note: 0% is about no effect; mostly tested at two doses, the higher about 12 µM
#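 Agonist-mode cell screen: cells plated at 1500/well and incubated overnight at 37 °C, then exposed to library compounds for 90 min at 37 °C. Detection reagent was added for 30–60 min at room temperature, and luminescence was read.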
# aSyn rescue: qHTS of alpha-syn Inhibitors; AID 652106, 2013; 370,000 tested, 0.14% active; Yeast expressing alpha-synuclein, growth rescue, BacTiter-Glo, 24 h; Potency, µM (doses to about 46.1 µM), inactives show at the highest dose growth rescue (activation), most hits filed as activators; note: potency is the fitted concentration of half-maximal effect; % of control where 0% means no effect; nearly all actives have a fitted effect of over 65% in size
#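 Readout is rescue of growth in alpha-synuclein-expressing yeast, so inhibitors of toxicity appear as activators. Growth after 24 hr at 30 deg C in galactose medium is quantified by luminescence.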
# D3 antag: qHTS of D3 Dopamine Receptor Antagonist: qHTS | D(3) dopamine receptor (Homo sapiens), P35462 | D3R cells, DiscoveRx beta-arrestin luminescence, antagonist mode; hits give low values | max response, negative = inhibition, % | 360,000 tested, 2.5% active | AID 652054, 2013; in the data active = max response below about -50%; inconclusive = no clear call, values can overlap the other calls; note: % is set by controls: 0 for no effect and ±100 for the full control effect; mostly tested at two doses, the higher about 12 µM
#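 Cells expressing the human receptor were seeded at 1500 cells/well, incubated overnight at 37 degrees C in 5% CO2, then exposed to library compounds with dopamine controls for 90 minutes at 37 degrees C before luminescent detection.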
# TDP-43 yeast inh: qHTS of TDP-43 Inhibitors. Potency, µM (highest dose often 46.1 µM), inactives show at the top dose growth rescue (activation), actives largely listed as activators. 410,000 tested, 1.8% active. TDP-43 expressing yeast growth rescue, BacTiter-Glo, 24 h; note: potency is the fitted concentration of half-maximal effect; % of control where 0% means no effect; nearly all actives have a fitted effect of over 50% in size
#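 Cell-based yeast growth screen: TDP-43 expression induced in galactose, inoculum OD600=0.02 after raffinose pregrowth to mid-log. Read-out BacTiter-Glo luminescence at 24 hr, 30 deg C; inhibition of toxicity seen as signal increase.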
# FUS suppressor: qHTS for Suppressors of FUS Proteinopathy: Primary screen using FUS-linked yeast assay. S. cerevisiae FUS-expressing, growth rescue, OD600, 24 h. Potency, µM (doses to about 76.6 µM), for the others: top-dose growth rescue (activation), usual class: activators. 390,000 tested, 0.24% active;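 note: potency is the fitted concentration of half-maximal effect; plate controls were DMSO vehicle for no effect and reference control for full effect; nearly all actives have a fitted effect of over 55% in size; some results filed as inactive show a strong effect at the top dose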
#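 Read-out: OD at 600 nm after 24hr at 30C, reporting rescue of FUS-induced yeast toxicity. Cells at OD 0.005 in galactose (2%) minimal medium; compounds tested in a dilution series; CP55940 titration from 92uM final as control.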
# EPAC2 ag: qHTS for Agonist of cAMP-regulated guanine nucleotide exchange factor 4 (EPAC2): primary screen; Potency, µM (doses to about 154 µM), for inactives: at the top dose activation, actives largely listed as activators; EPAC2 activation, biochemical qHTS; response scale: 100% = 6.5 mM cAMP response; 360,000 tested, 0.079% active; Rap guanine nucleotide exchange factor 4 (Homo sapiens), Q8WZA2; note: potency is the fitted concentration of half-maximal effect; nearly all actives have a fitted effect of over 50% in size
# Target sequence (Q8WZA2 whole entry, looked up): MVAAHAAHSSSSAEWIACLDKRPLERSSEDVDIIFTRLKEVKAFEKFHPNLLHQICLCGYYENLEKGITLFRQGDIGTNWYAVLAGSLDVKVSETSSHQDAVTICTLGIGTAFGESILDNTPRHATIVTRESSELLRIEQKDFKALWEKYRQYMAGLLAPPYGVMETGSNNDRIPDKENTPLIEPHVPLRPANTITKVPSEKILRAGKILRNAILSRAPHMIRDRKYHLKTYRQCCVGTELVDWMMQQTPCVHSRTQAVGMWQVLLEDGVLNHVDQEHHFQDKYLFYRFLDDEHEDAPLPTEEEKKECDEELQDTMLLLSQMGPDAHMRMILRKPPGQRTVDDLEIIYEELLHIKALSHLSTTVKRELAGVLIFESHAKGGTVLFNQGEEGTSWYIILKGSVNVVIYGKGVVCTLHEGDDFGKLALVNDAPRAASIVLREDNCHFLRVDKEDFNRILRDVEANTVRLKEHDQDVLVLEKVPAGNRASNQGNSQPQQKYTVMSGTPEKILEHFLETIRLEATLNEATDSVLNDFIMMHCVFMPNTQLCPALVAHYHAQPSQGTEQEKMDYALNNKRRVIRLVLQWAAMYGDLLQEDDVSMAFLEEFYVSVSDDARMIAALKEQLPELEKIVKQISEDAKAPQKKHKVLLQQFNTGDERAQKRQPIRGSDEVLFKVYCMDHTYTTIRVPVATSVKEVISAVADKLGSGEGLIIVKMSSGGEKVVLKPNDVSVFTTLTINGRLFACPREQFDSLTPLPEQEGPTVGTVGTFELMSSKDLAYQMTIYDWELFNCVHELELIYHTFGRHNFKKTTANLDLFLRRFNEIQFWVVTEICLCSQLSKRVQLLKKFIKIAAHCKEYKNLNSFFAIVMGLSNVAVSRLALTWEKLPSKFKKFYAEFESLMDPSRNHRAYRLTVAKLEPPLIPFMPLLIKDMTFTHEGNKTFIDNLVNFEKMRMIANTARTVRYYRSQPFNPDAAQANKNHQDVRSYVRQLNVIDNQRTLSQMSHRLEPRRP
#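 qHTS, titration series. 100 nM EPAC2 / 250 nM Rap1B-BODIPY-GDP / 50 uM GDP; RT; ex 480/em 540 nm, 5-min reads to 30 min. Norm. to 6.5 mM cAMP = activation.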
# EPAC2 antag: qHTS for Antagonist of cAMP-regulated guanine nucleotide exchange factor 2 (EPAC2): primary screen; Rap guanine nucleotide exchange factor 4 (Homo sapiens), Q8WZA2; EPAC2 GEF exchange of Rap1B-BODIPY-GDP, fluorescence; Potency, µM (series often up to 114 µM), without a hit: at the top dose activity, negative = inhibition, usual class: inhibitors; 360,000 tested, 0.18% active; AID 720708, 2013; note: potency is the fitted concentration of half-maximal effect; % is set by controls: 0 for no effect and ±100 for the full control effect; nearly all actives have a fitted effect of over 45% in size; many of its hits are not listed in these tables
# An asterisk follows results filed as active; ? = inconclusive; . = no result given; & = joins results of further samples; [ ] = another dose, or the depositor's remark. Unless noted, calls come from the whole dose curve; as a rule, active = well fitted curve in the direction sought with a large enough effect; inconclusive = small, poorly fitted or top-dose-only effect, or another doubt; inactive = no such curve, though single readings can be large; an effect the other way counts as inactive or inconclusive. Some of the compounds tested; rates above refer to the full screens.
mol	Abeta yeast res	D3 ag	aSyn rescue	D3 antag	TDP-43 yeast inh	FUS suppressor	EPAC2 ag	EPAC2 antag
O=C(COc1ccc(F)cc1)NN1C(=O)CSC1=S	-27%	-2	7%	-5	0%	18%	-14%	3%
Nc1ccc(C(=O)Nc2ccc(Nc3ccncc3)cc2)cc1	-6%	1	-3%	10	-14%	-23%	5%	-8%
CC(C)C(=O)Nc1ccc(-c2nc3cccnc3o2)cc1	-2%	-1	6%	-7	22%	20%	-3%	8%
Cc1ccc(S(=O)(=O)N(C)c2ccc(C(=O)NC3CCCCC3)cc2)cc1	-3%	-4	-2%	-16	-4%	-10%	3%	3%
O=C(O)/C=C/c1cn(-c2ccccc2)nc1-c1cc2ccccc2o1	-1%	0	?	?	-1%	18%	0%	-13%
Cc1onc(-c2c(Cl)cccc2Cl)c1C(=O)NNc1ccccc1	20%	-1	16%	-5	10%	-7%	14%	-3%
CN(c1ccccc1C(=O)N1CCCC1)S(C)(=O)=O	-13%	7	-15%	-19	-40%[inhibitor]	22%	6%	6%
CCc1ccc(NC(=O)Cn2nnc(C(=O)NCc3ccco3)c2N)cc1	1%&-5%	1&5	-2%	8	-8%&-1%	2%&0%	0%	-5%
C=CCc1ccc(OCC(O)CN2CCN(Cc3ccc(Cl)cc3)CC2)c(OC)c1 (stereo unspecified)	17%	-6	10%	-73*	-2%	.	-2%	-7%
COc1ccccc1N1CCN(C(=O)c2cccs2)CC1	-15%	5	2%	8	21%	-17%	12%	-1%
Cc1ccc(/C=N/NC(=O)Cn2cncn2)cc1	4%	1	6%	-6	-19%	2%	2%	4%
COc1ccc(C2(CNC(=O)c3ccc(OC)c([N+](=O)[O-])c3)CCOCC2)cc1OC	-7%	-2	-1%	-21	-4%	6%	8%	4%
CCc1nc2c(OCc3ccc(Cl)cc3)cccn2c1N(C)C(=O)c1ccccc1F	6%	-2	-3%	-23	16%	15%	6%	?
O=C(Cn1ncc(Cl)c(Cl)c1=O)NC(=O)NC1CCCCC1	-10%	-13	6%	-68*	0%	.	-7%	-7%
C=CCn1c(SCC(=O)Nc2ccc(C(=O)O)cc2)nc2sc(C)c(C)c2c1=O	-1%	9	-5%	-5	3%	17%	7%	-10%
CCCCc1ccc(NC(=O)Cn2c(=O)c(N3CCCCC3)c(N)n(C)c2=O)cc1	-8%	2	-12%	-4	-15%	.	-3%	11%
CCCn1c(=O)c(C(=O)NCCCc2ccccc2)c(O)c2ccccc21	-1%	6	12%	12	7%	-1%	21%	-2%
COc1ccc(C=O)cc1Cn1c(C)cc(C)c(C#N)c1=O	2%	-1	0%	11	11%	-27%	-5%	13%
Cc1ccc(NC(=O)c2ccc3ccccc3n2)cc1S(=O)(=O)N(C)C	-4%	-1	-11%	8	25%[9.22 µM]	-19%	5%	1%
Cc1cn(CC(=O)NCCCc2ccccc2)c(=O)[nH]c1=O	-6%	-4	-2%	-15	7%	-21%	3%	8%
C=CCN(Cc1ccc(Br)s1)C(=O)c1ccc(OCc2c(C)noc2C)cc1	4%	-5	2%	0	9%	34%	-4%	?
Cc1cc(N)n(-c2ccc([N+](=O)[O-])cc2)n1	-13%	1	-5%	-19	-17%	-7%	1%	-1%
COc1ccc(CCNC(=O)Cn2cc(S(=O)(=O)Cc3ccccc3F)c3ccccc32)cc1OC	5%	2	.	.	18%	39%	.	.
COCCNc1oc(-c2ccc(Cl)cc2)nc1C#N	11%	2	5%	-4	?	2%	9%	-4%
COc1ccc(C(=O)c2ccc(Br)cc2)c2ccccc12	6%	-5	1%	4	12%	-23%	6%	?
COc1ccc(C(=S)N2CCCCC2)cc1Br	2%	0	-9%	-17	?	17%	15%	-29%
CN(Cc1nccn1C)C(=O)CCc1nnc(CCC2CCCCC2)o1	15%	-1	-5%	11	0%	10%	-6%	2%
CCOC(=O)C1CCCN(CCSc2ccc(C)cc2)C1 (stereo unspecified)	26%	-8	1%	0	-1%	6%	-7%	-14%
CS(=O)(=O)c1ccc(Cl)c(NC(=O)COC(=O)CNC(=O)c2sc3ccccc3c2Cl)c1	-4%	6	0%	-2	-7%	11%	8%	2%
COc1ccc(C2=CC(=O)C[C@H](COCc3ccccc3)N(C(=O)OC(C)(C)C)O2)cc1	-13%	-24	0%	-26	-18%	32%	7%	?
CC(C)CC(=O)Nc1ccc(-c2nnn(CC(=O)NCc3ccco3)n2)cc1	-7%	-16	1%	-14	-17%[9.22 µM]	40%	5%	-4%
CCOC(=O)C1CCN(S(=O)(=O)c2cccc(-c3cn4cccc(C)c4n3)c2)CC1	0%	13	8%	-12	0%	25%	-1%	-3%
Cc1ccc(F)cc1NC(=O)CN1C(=O)NC2(CCCc3ccccc32)C1=O (stereo unspecified)	-2%	0	1%	5	-8%	6%	9%	14%
COc1ccc(Cl)cc1NC(=O)Cn1nc(Cc2ccncc2)c2ccccc2c1=O	-11%	-10	.	.	1%	7%	.	.
COc1ccc(/C=N/NC(=O)c2nnn(-c3nonc3N)c2CN(C)C2CCCCC2)cc1	11%	3	0%	-9	7%	1%	2%	3%
CN(CC(=O)NCCc1ccccc1)S(=O)(=O)c1cccs1	2%	-11	-8%	-17	-2%	-11%	12%	31%[activator]
CCOc1ccc(N=C2NC(=O)S/C2=C\c2ccc(O)cc2)cc1	-3%	-3	-1%	?	6%	44%	-1%	1%
COc1cccc(NC(=O)Cn2c(=O)n(-c3ccccc3)c(=O)c3c4c(sc32)CCCC4)c1	3%	1	.	.	0%	-6%	.	.
CCCCS(=O)(=O)N1CCCC(C(=O)Nc2ccc(Cl)cn2)C1 (stereo unspecified)	0%	2	7%	-13	-6%	-10%	3%	7%
CCCn1c(SCC(=O)c2cc(OC)ccc2OC)nnc1-c1ccco1	-17%	-14	-4%	-14	11%	34%	-3%	-2%
Cn1c(=O)c2c(nc(CN3CCN(c4ccccc4F)CC3)n2CCCc2ccccc2)n(C)c1=O	-5%	-1	1%	-7	-15%	9%	5%	-3%
c1ccc(Cn2c(-c3ccccc3)c[n+]3c2SCCC3)cc1	-6%	-8	8%	1	-14%[1.82 µM]	8%	-8%	-15%
CCOc1ccc(C(F)(F)F)cc1NC(=O)c1ccc(OC)c([N+](=O)[O-])c1	18%	1	-8%	-12	30%	-14%	-12%	-5%
CCOc1cc(C2C(C(C)=O)=C(O)C(=O)N2CCc2c[nH]c3ccccc23)ccc1O (stereo unspecified)	-22%	-2	0%	2	-22%	?	5%	?
O=C(/C=C/c1cccs1)N1CCC2(CC1)Oc1ccc(F)cc1C(=O)C21CC(c2ccccc2)=NO1 (stereo unspecified)	2%	13	1%	17	-2%	2%	5%	-12%
Cc1ccc(C(=O)Nc2ccccc2C(=O)OCc2cc(=O)n3nc(C4CC4)sc3n2)cc1	-1%	1	.	.	13%	-19%	.	.
Cc1cccc(NC(=O)N2CCC(c3nc4ccccc4o3)CC2)c1	-5%	4	5%	0	0%	11%	-10%	-4%
CC(=O)C[C@H]1c2cc(C(F)(F)F)ccc2S(=O)(=O)N1Cc1ccccc1	?	5	9%	7	?	-1%	4%	-14%
Cc1cc2cc(CNC(=O)c3cccc([N+](=O)[O-])c3)ccc2n1C	-3%	1	-5%	3	19%	3%	4%	-11%
COC(=O)c1ccc(N2C(c3ccsc3)=Cc3cc4c(cc3C2CC(=O)c2ccco2)OCO4)cc1 (stereo unspecified)	-5%	7	-2%	20	21%	30%	14%	?

# Gathered by group, those above with a COOH group (2)
mol	Abeta yeast res	D3 ag	aSyn rescue	D3 antag	TDP-43 yeast inh	FUS suppressor	EPAC2 ag	EPAC2 antag
O=C(O)/C=C/c1cn(-c2ccccc2)nc1-c1cc2ccccc2o1	-1%	0	?	?	-1%	18%	0%	-13%
C=CCn1c(SCC(=O)Nc2ccc(C(=O)O)cc2)nc2sc(C)c(C)c2c1=O	-1%	9	-5%	-5	3%	17%	7%	-10%

# Continuation.
mol	Abeta yeast res	D3 ag	aSyn rescue	D3 antag	TDP-43 yeast inh	FUS suppressor	EPAC2 ag	EPAC2 antag
CCOC(=O)c1c(CN2CCN(c3ccccc3)CC2)oc2cc(Br)c(O)cc12	1%	0	-1%	-13	9%	-20%	18%	5%
O=C(c1ccccc1)N(CCCl)C(=O)N(CCCl)C(=O)c1ccccc1	3%	-6	22%	-11	5%	0%	12%	-12%
COc1ccc(-c2[nH]ncc2CNCCn2cccn2)c(F)c1	.	-17	-9%	0	-2%	-9%	1%	9%
C1=CC2CC1CC2CN1CCN(Cc2ccccc2)CC1 (stereo unspecified)	17%	-22	-3%	-53*	-13%	75%	7%	-4%
Cc1cc(Br)ccc1NC(=O)CN(C)C(=O)c1ccc2ccccc2n1	19%	-5	5%	11	24%	14%	3%	-4%
NCCCCc1ccc2ccc3cccc4ccc1c2c34	-56%[inhibitor]	-1	-6%	8	-39%[inhibitor]	16%	-2%	2%
CCOC(=O)c1cnn(-c2nc(-c3ccc(F)cc3)cs2)c1C(F)(F)F	11%	8	-4%	80	-1%	18%	-2%	-27%
CCOc1ccc(OCC)c(NC(=O)C(NS(=O)(=O)c2cccs2)c2ccccc2)c1 (stereo unspecified)	-3%	-11	.	.	2%	39%	.	.
Cc1ccc(C)c(NC(=O)CN(C)C(=O)c2ccc(-c3ccc(Cl)cc3)o2)c1	-10%	-3	-2%	0	8%	?	-8%	-12%
Cc1cc(Cl)ccc1NC(=S)NC1CCCC1	0%	-5	-14%	12	17%	6%	7%	9%
COc1ccc(NC(=O)CNC(=O)N2CC(=O)Nc3ccccc32)cc1OC	-14%	-4	-2%	7	3%	-9%	4%	3%
COc1ccccc1NC(=O)CCc1nc(-c2cccs2)no1	3%	-1	10%	-8	?	4%	13%	-2%
